RPL19A-GFP yeast = modulators of TOR pathway RPL19A-GFP in S. cerevisiae. S. cerevisiae RPL19A-GFP strain, flow cytometry, 3 h; hits give low values. percent response vs DMSO, % at 10 µM. 330,000 tested, 0.3% active;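 active = percent response vs DMSO below 50%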;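 note: median channel GFP fluorescence of the barcoded RPL19A-GFP strain; ratio of sample median GFP to plate DMSO average so 100% = DMSO; lower means less RPL19A-GFP as with rapamycin TOR inhibition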
VLA-4 inh = inhibition in a human VLA-4 binding assay; 330,000 tested, 0.2% active; inhibition, % (about 7 µM as worked out from the volumes in the protocol); VLA-4 expressing cells, ligand binding flow cytometry; P13612; in the data active = inhibition above about 50%
MEP2 TOR yeast = alters MEP2-GFP fluorescence in TOR pathway yeast screen; S. cerevisiae MEP2-GFP strain, flow cytometry GFP, 3 h; 100% = DMSO control level; 330,000 tested, 0.51% active; AID 2016; GFP response vs DMSO, % at 10 µM;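 active = GFP response versus DMSO above a set limit, roughly screen mean plus 3 SD, cut at about 180% in these data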;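 note: median GFP fluorescence of the barcode-gated MEP2-GFP cells per well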
GRK2 aptamer HTS = human GRK2 inhibition via aptamer displacement; bead flow cytometry, FAM-aptamer displacement from GRK2; 330,000 tested, 0.59% active; P25098; inhibition of aptamer binding, % at 10 µM;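 active = inhibition of aptamer binding above 40%, roughly 3 SD of noise, on plates passing a quality check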;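 note: median bead fluorescence of bound FAM aptamer so fluorescent compounds give negative values; no value below 0 was filed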
Target sequence (P25098 whole entry, looked up): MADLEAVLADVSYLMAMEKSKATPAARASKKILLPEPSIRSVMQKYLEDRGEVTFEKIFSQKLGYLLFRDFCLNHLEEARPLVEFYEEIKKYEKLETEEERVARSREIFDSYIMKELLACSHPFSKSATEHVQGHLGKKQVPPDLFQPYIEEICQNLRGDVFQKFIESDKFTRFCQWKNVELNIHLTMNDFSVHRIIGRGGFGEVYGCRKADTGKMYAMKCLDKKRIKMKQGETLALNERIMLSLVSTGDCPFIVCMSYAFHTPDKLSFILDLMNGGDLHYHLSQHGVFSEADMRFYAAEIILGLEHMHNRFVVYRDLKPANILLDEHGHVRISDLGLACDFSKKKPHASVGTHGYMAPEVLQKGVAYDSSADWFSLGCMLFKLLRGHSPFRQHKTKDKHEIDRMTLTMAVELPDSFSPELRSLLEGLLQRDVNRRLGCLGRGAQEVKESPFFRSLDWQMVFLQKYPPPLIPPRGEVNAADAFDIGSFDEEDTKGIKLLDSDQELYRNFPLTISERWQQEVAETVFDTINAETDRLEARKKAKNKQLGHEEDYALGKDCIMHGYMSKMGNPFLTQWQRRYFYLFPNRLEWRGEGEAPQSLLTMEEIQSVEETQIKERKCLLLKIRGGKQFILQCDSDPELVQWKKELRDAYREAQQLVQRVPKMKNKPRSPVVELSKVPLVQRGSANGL
JMJD2C inh = human JMJD2C demethylase inhibition; Q9H3R0; GST-JMJD2C(1-420) H3K9me3 demethylation, DELFIA europium; inhibition, % at 2.35 µM; 330,000 tested, 0.069% active; AID 2099;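 active = more than half of a compound's replicate wells show inhibition beyond 50%, single wells judged on their own value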;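 note: signal counts dimethyl H3K9 product captured on neutravidin plate; 0% = median of DMSO wells and 100% = 0.3 times that DMSO median; strong numbers were not always called active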
LAP4 TOR yeast = alters LAP4-GFP fluorescence in TOR pathway yeast screen | S. cerevisiae LAP4-GFP multiplex, flow cytometry GFP, 3 h; median GFP as percent of DMSO wells | GFP response vs DMSO, % at 10 µM | 320,000 tested, 0.34% active;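 active = GFP response vs DMSO above a set limit, about the screen mean plus 3 SD, cut at about 150% in these data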
CIT2 TOR yeast = yeast TOR pathway CIT2-GFP modulation; AID 2029; GFP response vs DMSO, % at 10 µM; S. cerevisiae CIT2-GFP strain, flow cytometry, 3 h; 100 means same as DMSO wells; 320,000 tested, 0.065% active;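 active = GFP response relative to DMSO above a set limit, near the screen mean plus 3 SD, cut at about 150% in these data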;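 note: ratio of well median GFP fluorescence to mean of DMSO wells on the plate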
AGP1-GFP MLPCN = alters AGP1-GFP fluorescence in TOR pathway yeast screen. 320,000 tested, 0.02% active. GFP response vs DMSO, % at 10 µM. AID 2066. S. cerevisiae AGP1-GFP multiplex flow cytometry, 3 h; GFP as percent of DMSO wells;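 active = GFP response relative to DMSO above a set limit, near screen average plus 3 SD, cut at about 150% in these data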;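 note: median GFP channel fluorescence of the gated AGP1 strain per well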
Numbers without * were called inactive; · = no result given. No enrichment for hits. Share with any hit: about 1.7%.

A first look (four entries):
SMILES	RPL19A-GFP yeast	VLA-4 inh	MEP2 TOR yeast	GRK2 aptamer HTS	JMJD2C inh	LAP4 TOR yeast	CIT2 TOR yeast	AGP1-GFP MLPCN
Cc1cccn2c(=O)c3cc(C#N)c(=NC(=O)c4ccncc4)n(CCCOC(C)C)c3nc12	102	-6	107	0	-7	97	105	70
COc1ccc(CCNC(=O)CS(=O)(=O)c2cn(CC(=O)N3CCCC3)c3ccccc23)cc1OC	99	-2	102	0	-5	106	109	110
CSc1c[n+]2c(n1C)CCC2	91	11	99	0	-3	93	99	94
COC(=O)C1=C(C)N(CCc2cc(OC)c(OC)c(OC)c2)C(=O)N[C@H]1c1ccccc1	107	29	98	4	0	145	119	96

Main list, repeating the preview:
SMILES	RPL19A-GFP yeast	VLA-4 inh	MEP2 TOR yeast	GRK2 aptamer HTS	JMJD2C inh	LAP4 TOR yeast	CIT2 TOR yeast	AGP1-GFP MLPCN
Cc1cccn2c(=O)c3cc(C#N)c(=NC(=O)c4ccncc4)n(CCCOC(C)C)c3nc12	102	-6	107	0	-7	97	105	70
COc1ccc(CCNC(=O)CS(=O)(=O)c2cn(CC(=O)N3CCCC3)c3ccccc23)cc1OC	99	-2	102	0	-5	106	109	110
CSc1c[n+]2c(n1C)CCC2	91	11	99	0	-3	93	99	94
COC(=O)C1=C(C)N(CCc2cc(OC)c(OC)c(OC)c2)C(=O)N[C@H]1c1ccccc1	107	29	98	4	0	145	119	96
CCCCCC(=O)N1CC2(CC(c3cccc(NC(=O)CC(c4ccccc4)c4ccccc4)c3)=NO2)C[C@@H]1C(N)=O (stereo partly drawn)	97	9	93	0	-17	125	94	85
CCOC(=O)c1c(C)n(-c2ccc(C)cc2)c2ccc(OCC(O)CNCC3CCCO3)cc12 (stereo not drawn)	100	0	108	8	-45	121	104	113
CC(=O)N1CCCc2cc(S(=O)(=O)N3CCCC(C(=O)NCc4ccccc4Cl)C3)ccc21 (stereo not drawn)	95	2	99	0	-17	88	99	95
CCOC(=O)C1=C(C)N(C)C(=S)NC1c1ccccc1Cl (stereo not drawn)	92	-1	87	0	53	·	89	94
c1ccc(CNc2nc(N3CCN(Cc4ccccc4)CC3)nc3ccccc23)cc1	92	3	102	0	-14	100	92	79
CC(C)c1ccc(/C=N/Nc2ccc(C(=O)O)cc2)cc1	97	4	85	0	-40	92	86	91
O=C(N/N=C/c1ccc([N+](=O)[O-])s1)C(O)c1ccccc1 (stereo not drawn)	102	6	104	3	9	88	101	94
NC(=O)c1ccc(NC(=O)CCCc2nc(-c3ccccc3Cl)no2)cc1	95	15	88	0	0	79	90	103
Cc1ccc(NC(=O)Cc2ccc(Cl)cc2)cc1S(=O)(=O)N1CCCCCC1	98	-11	98	0	·	104	95	102
COc1cccc(OCC(Cn2cnc3ccccc32)OC(C)=O)c1 (stereo not drawn)	103	7	97	0	-2	93	101	100
COc1ccc(S(=O)(=O)N2CCC(C(=O)NC3CCCC3)CC2)cc1C	98	-2	102	0	-24	93	100	105
Cc1ccc([N+](=O)[O-])c(OCCCN2C(=O)NC(C)(C)C2=O)c1	110	4	104	0	6	102	98	105
Cc1cccc(N2C(=O)C3C4CC(C(Br)C4Br)C3C2=O)n1 (stereo not drawn)	92	10	100	1	100	88	91	94
CCN(CC(=O)Nc1ccccc1C(F)(F)F)C(=O)CCc1c(C)[nH]c(=O)c(C#N)c1C	102	7	96	0	-6	93	96	99
C[C@H](CO)N1C[C@H](C)[C@@H](CN(C)C(=O)Nc2ccccc2)Oc2c(NC(=O)Nc3ccc4c(c3)OCO4)cccc2C1=O	100	-11	103	12	-5	107	99	105
CC(=O)c1cnc2nc(SCc3ccc(C)cc3)nn2c1C	103	0	103	2	4	90	103	95
O=C(CSc1n[nH]c(-c2ccco2)n1)N1c2ccccc2Sc2ccccc21	90	3	99	0	2	91	90	91
O=C(O)/C=C/C(=O)Nc1cc(F)ccc1F	102	1	103	0	-1	101	92	95
Cc1cc(=O)oc(C)c1C(=O)OCC(=O)c1ccc(Cl)c(Cl)c1	98	-11	103	0	4	96	97	101
CC1(C)NC(=O)N(CCCCOc2ccc(Br)cc2Cl)C1=O	95	21	97	0	0	96	88	93
O=c1cc(CO)occ1OCc1cccc(F)c1	101	-4	99	0	-2	109	105	104
O=C(CNS(=O)(=O)c1ccccc1)OCc1cccc([N+](=O)[O-])c1	105	-12	136	1	-2	113	93	109
CC(C)c1ccc(OCC(=O)Nc2ccncc2)cc1	97	-24	101	0	6	95	100	100
CCOc1ccc2nc(NCCCNS(=O)(=O)c3ccc(F)cc3)c(C#N)cc2c1	95	-9	98	6	-5	97	92	101
Cc1ccc(S(=O)(=O)N(CC(O)CN2C(=O)NC(C)(C)C2=O)c2cccc(C)c2)cc1 (stereo not drawn)	110	4	114	14	-14	106	109	115
COc1ccc(-c2nc(S(=O)(=O)c3ccc(C)cc3)c(N3CCCC3)o2)cc1	100	-7	104	2	3	98	98	101
c1ccc(COCC2CCNCC2)cc1	100	10	101	1	9	101	102	102
O=C(NCCc1cccnc1)C1CCC(=O)N(CCc2cccc(F)c2)C1 (stereo not drawn)	112	18	103	0	-7	84	92	93
CSCC[C@H](NC(=O)NCc1ccccc1F)C(=O)O	86	2	88	3	16	85	80	85
COC(=O)C1=C(C)NC(C)=C(C(=O)OCCN(C)Cc2ccccc2)C1c1cccc([N+](=O)[O-])c1 (stereo not drawn)	102	16	95	0	-3	89	91	94
Nc1nc2nn(-c3ccccc3)nc2c(=O)[nH]1	102	13	101	6	-1	90	101	102
COc1ccc(NC(=O)COc2ccc(C)nc2[N+](=O)[O-])cc1S(N)(=O)=O	101	13	105	0	6	104	96	107
CCc1c(C)sc(NC(=O)c2cc(C3CC3)on2)c1C#N	102	3	96	1	5	123	116	104
CC(C)Oc1ccc(S(=O)(=O)N2CCCCC2)cc1NC(=O)CN1C(=O)NC(C)(C2CC2)C1=O (stereo not drawn)	88	10	89	0	0	86	90	86
Cc1cccc(C)c1NS(=O)(=O)c1c(C(=O)N2CCCCC2)c(C)n(C)c1C	101	-4	99	0	-1	103	111	104
CCOC(=O)C1(CCc2ccccc2)CCN(Cc2c(O)cccc2OC)CC1	98	0	108	0	1	90	109	93
COc1ccc(NC(=O)/C=C/c2ccccc2)cn1	105	13	107	3	-11	100	97	99
CCOc1ccc(NC(=O)CSc2nc3nc4c(cc3c(=O)n2CC)COC(C)(C)C4)cc1	91	0	96	3	6	107	92	103
CC1CN(C(=O)c2ccccc2Nc2ccc(SC(F)F)cc2)CC(C)O1 (stereo not drawn)	106	12	112	2	2	101	101	110
O=C1CNc2ccc(C(=O)N3CCN(c4ccccn4)CC3)cc2N1	99	8	99	0	9	104	97	103
CCCCC(=NCCc1c(C)[nH]c2ccc(OC)cc12)C1=C(O)CC(c2ccccc2)CC1=O (stereo not drawn)	102	1	107	2	5	104	113	106
CCS(=O)(=O)N1Cc2ccccc2CC1C(=O)N(C)CC(=O)Nc1ccc(OC)cc1 (stereo not drawn)	101	4	101	0	5	100	92	97
COC(=O)c1nn(-c2ccccc2)c(Sc2ccc(Br)cc2)c1/C=N/O	86	-8	88	0	0	88	92	·
O=C(NCc1ccccn1)c1coc(=O)c(Br)c1	98	9	102	1	4	100	105	98

Part of the list above, bar-delimited:
SMILES | RPL19A-GFP yeast | VLA-4 inh | MEP2 TOR yeast | GRK2 aptamer HTS | JMJD2C inh | LAP4 TOR yeast | CIT2 TOR yeast | AGP1-GFP MLPCN
CCCCCC(=O)N1CC2(CC(c3cccc(NC(=O)CC(c4ccccc4)c4ccccc4)c3)=NO2)C[C@@H]1C(N)=O (stereo partly drawn) | 97 | 9 | 93 | 0 | -17 | 125 | 94 | 85
CCc1c(C)sc(NC(=O)c2cc(C3CC3)on2)c1C#N | 102 | 3 | 96 | 1 | 5 | 123 | 116 | 104
Cc1cccc(C)c1NS(=O)(=O)c1c(C(=O)N2CCCCC2)c(C)n(C)c1C | 101 | -4 | 99 | 0 | -1 | 103 | 111 | 104
CCOC(=O)C1(CCc2ccccc2)CCN(Cc2c(O)cccc2OC)CC1 | 98 | 0 | 108 | 0 | 1 | 90 | 109 | 93
Cc1ccc([N+](=O)[O-])c(OCCCN2C(=O)NC(C)(C)C2=O)c1 | 110 | 4 | 104 | 0 | 6 | 102 | 98 | 105
CCN(CC(=O)Nc1ccccc1C(F)(F)F)C(=O)CCc1c(C)[nH]c(=O)c(C#N)c1C | 102 | 7 | 96 | 0 | -6 | 93 | 96 | 99

(next part)
SMILES	RPL19A-GFP yeast	VLA-4 inh	MEP2 TOR yeast	GRK2 aptamer HTS	JMJD2C inh	LAP4 TOR yeast	CIT2 TOR yeast	AGP1-GFP MLPCN
Cc1oc(C(C)(C)C)c(CN2CCOCC2)c1C(=O)O	96	5	91	0	4	87	93	93
O=C(CCCN1CCOC(c2ccccc2)C1)c1ccc(F)cc1 (stereo not drawn)	94	-11	121	1	-17	100	101	97
CN(C(=O)c1ccc(COc2ccccc2Cl)o1)c1ccccc1	105	5	115	0	-16	96	98	95
CCOC(=O)c1c(C)[nH]c(C)c1C(=O)CSc1nncs1	99	-5	117	14	-4	114	99	104
CC(=O)N1CCc2cc(S(=O)(=O)CCC(=O)N3CCc4ccccc4C3)ccc21	99	6	101	7	15	99	95	96
CCC(=O)NC(=S)Nc1ccc(NC(=O)CC)cc1	107	7	109	7	-1	96	114	105
CC(C(=O)Nc1nc2ccccc2[nH]1)N1C(=O)C2CC=CCC2C1=O (stereo not drawn)	108	12	112	2	-7	113	107	113
Cc1ccnc(NC(=O)CCC(=O)N(CC(=O)NCc2ccc(F)cc2)c2cccc(F)c2)c1	105	11	105	0	64	94	101	102
CC(C)C(=O)Nc1cccc(C(=O)NCc2ccc3c(c2)OCO3)c1	103	-6	102	0	-1	93	·	106
COc1ccc(NC(=O)COc2nsnc2N2CCCCC2)cc1	107	10	113	0	-8	115	102	109
CCCC(=O)Nc1sc(C)c(C)c1C#N	98	9	102	0	13	105	99	96
CCC(=O)c1ccc(OCC(=O)O)c(OC)c1	99	-6	92	1	0	113	95	101
O=C(CN1C(=O)C(=O)N(Cc2ccccc2)C1=O)Nc1ccc(OC(F)F)cc1	92	5	93	0	0	88	93	96
O=C(COc1ccccc1[N+](=O)[O-])NNC(=O)Nc1cccc2ccccc12	109	3	105	0	5	94	103	107
Cc1[nH]n(-c2cccc(Cl)c2)c(=O)c1C=NCC(C)C	95	8	109	2	-4	106	95	97
CCCC(=O)Nc1cc(C)c(NC(=O)c2ccco2)cn1	104	19	111	3	5	96	93	97
Cc1noc(C)c1C(=O)NCCc1c(C)[nH]c2ccccc12	102	-13	102	0	-13	102	105	102
Cc1c(C)n2c(SCC(=O)N3CCOCC3)nnc2[nH]c1=O	104	-4	103	0	10	105	111	120

An excerpt from above in order of number of heavy atoms, smallest number first:
SMILES	RPL19A-GFP yeast	VLA-4 inh	MEP2 TOR yeast	GRK2 aptamer HTS	JMJD2C inh	LAP4 TOR yeast	CIT2 TOR yeast	AGP1-GFP MLPCN
CCCC(=O)Nc1sc(C)c(C)c1C#N	98	9	102	0	13	105	99	96
COc1ccc(NC(=O)/C=C/c2ccccc2)cn1	105	13	107	3	-11	100	97	99
CC(=O)N1CCCc2cc(S(=O)(=O)N3CCCC(C(=O)NCc4ccccc4Cl)C3)ccc21 (stereo not drawn)	95	2	99	0	-17	88	99	95
